Assay outcomes deposited in PubChem by several laboratories.
GC-A act = GC-A (human) enzyme activation; HEK293 GC-A cells, cGMP TR-FRET, EC30 ANP; 0% at EC30 ANP, 100% saturating ANP; actives 0.14% (n = 370,000); AID 1671463; activation, % at 10 µM; P16066; in the data active = activation above about 40%
sPLA2-III inh = Inhibits HGIII-sPLA2 liposome hydrolysis, primary screen; actives 0.56% (n = 370,000); Q9NZ20; QFRET BODIPY PC-A2 liposome hydrolysis, fluorescence; inhibition, % at 12.2 µM;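 active = inhibition above mean plus 3 SD of compounds lying within the high and low control bounds, cut at about 19% in these data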;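 also: 0% = median of test compound wells and 100% = no enzyme DMSO wells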
KLK7 zymogen act = activators of human kallikrein-7 zymogen. actives 0.9% (n = 370,000). P49862. AID 652039. purified proKLK7, EDANS-DABCYL substrate fluorescence; 100% is mature enzyme control, 0% vehicle. activation, % at 7 µM;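 active = activation above the mean of all tested compounds plus 3 SD, computed per campaign excluding outliers beyond control limits, cut at about 13% in these data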
Target sequence (P49862 whole entry, looked up): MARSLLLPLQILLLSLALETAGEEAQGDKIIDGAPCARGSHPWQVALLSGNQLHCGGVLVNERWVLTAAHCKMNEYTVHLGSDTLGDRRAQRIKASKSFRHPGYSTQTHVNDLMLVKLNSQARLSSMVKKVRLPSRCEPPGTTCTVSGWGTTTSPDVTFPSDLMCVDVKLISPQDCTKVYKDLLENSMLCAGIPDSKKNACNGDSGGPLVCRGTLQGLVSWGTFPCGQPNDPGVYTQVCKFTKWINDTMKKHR
Tn6 DDE FP = disrupts Tn6 cyclic peptide binding to fibrin D-Dimer-E complex | P02675 | Fibrin DD(E) TRITC-Tn6 fluorescence polarization displacement | inhibition, % at 8.3 µM | actives 0.21% (n = 370,000) | AID 720509;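 active = inhibition above a per-campaign cutoff: mean of compounds within control limits plus 3 SD, cut at about 15% in these data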;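 also: 0% = median of all compound wells on the plate and 100% = blocking peptide control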
GC-B act = GC-B (human) receptor activation. P20594. HEK293-GC-B cells, CNP EC30, cGMP TR-FRET; 0% at EC30 CNP, 100% saturating CNP. activation, % at 10 µM. actives 0.11% (n = 370,000). AID 1920062;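 active = activation at 10 µM reaching about 35% in either raw or pattern-adjusted values, limit read from the data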
GAA850 FXN act = frataxin GAA850 promoter activation; HEK293 lucGAA850 FXN promoter luciferase reporter, 24 h; percent of 10 µM SAHA response; activation, % at 6 µM; actives 0.56% (n = 360,000); AID 540364;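 active = activation above the average of all compounds screened plus 3 SD, cutoff fixed separately per campaign, cut at about 7.5% in these data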;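 also: 0% = DMSO wells and 100% = 10 µM SAHA wells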
rCAG binder = binds r(CAG) RNA repeats | r(CAG) RNA repeat, TO-PRO-1 dye displacement fluorescence | actives 1.3% (n = 370,000) | AID 651821 | inhibition, % at 3 µM;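 active = inhibition above the plate cutoff, the mean of all test compounds on that plate plus 3 SD, cut at about 35% in these data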;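 also: 0% = DMSO alone and 100% = 100 µM mitoxantrone as full dye displacement; higher means more dye released from RNA so lower well fluorescence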
ADAM10 inh = ADAM10 inhibition, QFRET primary screen | O14672 | recombinant ADAM10, EDANS/DABCYL FRET peptide cleavage, 3 h | inhibition, % at 7 µM | actives 0.62% (n = 370,000) | AID 720582;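 active = inhibition above a per-campaign cutoff equal to the mean of compounds falling between control-based bounds plus 3 SD, cut at about 20% in these data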;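 also: 0% = DMSO wells while the 100% control is not disclosed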
ARFGAP1 inhibitor = inhibits rat ARF GTPase activating protein 1; Q62848; Arfgap1-stimulated ARF1 GTP hydrolysis, GDP FP detection; inhibition, % at 16.5 µM; actives 0.26% (n = 360,000); AID 651572;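 active = inhibition above a per-plate limit, mean inhibition of low control wells plus 3 SD, cut at about 25% in these data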;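 also: 0% = DMSO wells with enzyme and 100% = wells lacking Arfgap1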
Target sequence (Q62848 1-136 limits assumed): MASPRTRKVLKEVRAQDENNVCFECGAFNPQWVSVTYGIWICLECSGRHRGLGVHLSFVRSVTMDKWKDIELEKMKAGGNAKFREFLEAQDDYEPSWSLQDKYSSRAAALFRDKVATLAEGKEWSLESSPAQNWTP
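Material – truncated rat Arfgap1 GAP domain · Buffer or medium – HEPES-based buffer, pH 7.5 · Reagent – human ARF1(Δ1-17)-GTP substrate · Dosing – 16.5 µM single point, 1.26% DMSO · Schedule – GTP hydrolysis reaction 2 h at 25 °C · Technique – GDP detection by fluorescence polarization · Benchmarks – No-Arfgap1 wells (100%) versus DMSO full-reaction wells (0%) · Repeats – single replicate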
ASAP1 GAP inh = blocks human ASAP1-stimulated Arf1 GTP hydrolysis; Q9ULH1; GDP FP detection; inhibition, % at 16.5 µM; actives 0.19% (n = 360,000); in the data active = inhibition above about 25%;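 also: 0% = vehicle with enzyme and substrate and 100% = no enzyme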
Target sequence (Q9ULH1 325-724 limits assumed): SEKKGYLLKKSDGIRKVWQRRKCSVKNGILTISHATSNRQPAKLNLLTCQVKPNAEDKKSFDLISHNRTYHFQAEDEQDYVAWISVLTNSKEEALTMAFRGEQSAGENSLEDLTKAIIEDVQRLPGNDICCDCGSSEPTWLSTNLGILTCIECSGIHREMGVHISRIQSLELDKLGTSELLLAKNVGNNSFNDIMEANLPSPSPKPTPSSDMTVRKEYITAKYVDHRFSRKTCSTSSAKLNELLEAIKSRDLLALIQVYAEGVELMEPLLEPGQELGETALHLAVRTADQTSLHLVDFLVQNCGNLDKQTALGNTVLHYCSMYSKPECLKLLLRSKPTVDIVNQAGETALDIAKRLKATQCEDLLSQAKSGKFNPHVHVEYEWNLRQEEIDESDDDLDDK
* hit, by the source's call; i = inactive; . = no result given.

The first two compounds (preview)
Values in the order: GC-A act	sPLA2-III inh	KLK7 zymogen act	Tn6 DDE FP	GC-B act	GAA850 FXN act	rCAG binder	ADAM10 inh	ARFGAP1 inhibitor	ASAP1 GAP inh
CSc1ccc(CNC(=O)C2Cc3cc(S(=O)(=O)N4CCCCC4)ccc3N2C(C)=O)cc1 (stereo not drawn)
 : 5	-7	0.2	-8	3	0.0	8	1	2	4
Cc1ccc(C(=O)Nc2ccc(C(=O)/C=C/c3cccs3)cc2)cc1
 : 9	0	0.2	-1	4	5.1	1	2	6	4

All compounds of this part, from the start:
Values in the order: GC-A act	sPLA2-III inh	KLK7 zymogen act	Tn6 DDE FP	GC-B act	GAA850 FXN act	rCAG binder	ADAM10 inh	ARFGAP1 inhibitor	ASAP1 GAP inh
CSc1ccc(CNC(=O)C2Cc3cc(S(=O)(=O)N4CCCCC4)ccc3N2C(C)=O)cc1 (stereo not drawn)
 : 5	-7	0.2	-8	3	0.0	8	1	2	4
Cc1ccc(C(=O)Nc2ccc(C(=O)/C=C/c3cccs3)cc2)cc1
 : 9	0	0.2	-1	4	5.1	1	2	6	4
NS(=O)(=O)c1ccc(NC(=O)/C=C/c2ccccc2Cl)cc1
 : -21	-24	3.2	-11	-3	1.8	12	17	-2	8
Cc1ccc(CNc2ncc(-c3ccccc3)n2C)o1
 : -1	4	-0.2	6	1	1.4	-1	3	-4	1
CN1CCN(S(=O)(=O)c2ccc(Sc3nnc(-c4cccs4)n3-c3ccccc3)nc2)CC1
 : 1	-7	0.1	4	6	-0.6	-4	-4	-6	-11
COc1ccccc1NC(=O)c1nn(-c2ccc(OC(F)(F)F)cc2)ccc1=O
 : -2	8	-0.1	0	0	0.5	-5	-8	-1	-9
O=C(N/N=C/c1ccc(O)cc1)c1cc[n+](Cc2ccccc2)cc1
 : 4	0	0.4	1	4	-3.7	3	-1	-7	2
CCCCn1c(CCCNC(=O)CC)nc2ccccc21
 : 1	7	0.2	6	0	0.6	1	-10	0	14
O=C(OCc1ccc([N+](=O)[O-])cc1)c1cnc(Cl)c(Cl)c1
 : 8	2	-0.3	0	9	-0.9	5	-7	11	10
CCOC(=O)c1[nH]c2ccccc2c1NC(=O)c1ccc2c(c1)OCO2
 : 2	-16	3.2	5	6	1.1	5	6	-2	6
COc1ccc2ccccc2c1C=Nn1c(-c2cc(-c3ccccc3)n[nH]2)n[nH]c1=S
 : -1	1	3.1	1	-20	.	70*	-5	.	.
O=c1cc(CSc2nnnn2-c2ccccc2)nc2sccn12
 : -2	-2	0.1	5	-6	0.8	-4	-16	-14	1
CCOC(=O)c1cc2c(=O)n3ccccc3nc2n(CCCOC)c1=NC(=O)c1ccncc1
 : 3	3	18*	8	8	-0.6	-8	i	2	13
O=C1c2ccccc2C(=O)N1CCc1csc(-c2cccc(Cl)c2)n1
 : 0	2	-0.2	-4	-11	-0.2	-2	-5	-1	-8
CCOC(=O)c1c(C)[nH]c(C(=O)OCc2csc(CC(=O)Nc3ccccc3C)n2)c1C
 : -4	-43	-0.3	-3	8	-2.2	7	-5	10	-2
O=C(c1cc(-c2cccc3ccccc23)nc2ccccc12)N1CCN(CCO)CC1
 : 0	-3	5.9	2	-1	-1.2	-1	-198	-8	9
CC(C)NC(=O)CCNC(=O)c1ccc(F)cc1
 : -2	6	-0.1	-3	-6	-2.2	-2	3	7	-3
CC(C)C[C@H](NC(=O)C1CCN(S(=O)(=O)c2ccccc2)CC1)C(=O)NCc1ccncc1
 : 2	-4	-0.1	-2	-1	0.5	-2	2	11	-6
COc1ccccc1CN1CCNC(=O)C1CC(=O)NCC1CCOCC1 (stereo not drawn)
 : 2	4	-0.1	4	1	-0.8	-2	-4	14	-6
COc1ccc(NC(=O)CN(C)C(=O)c2ccc(NC3CC3)c([N+](=O)[O-])c2)cc1
 : 1	-3	0.3	6	1	3.0	0	0	14	6
C/C(=N\Nc1cc(C(F)(F)F)ccc1Cl)c1ccccc1O
 : -3	0	1.1	2	-3	1.1	2	7	4	1
CCN(CC)c1ccc(N=Cc2cc(Br)ccc2O)cc1
 : 14	1	0.2	0	-14	1.4	7	-7	-22	-10
CCN1CCCCC(NC(=O)c2ccc(F)c(F)c2)C1=O (stereo not drawn)
 : -1	4	-0.4	7	10	.	0	3	.	.
COc1cc(C(=O)NC(=S)Nc2cccc(-c3cc4ccccc4oc3=O)c2)cc(OC)c1OC
 : -8	-4	-0.4	9	2	-3.3	15	-2	-1	3
N#C/C(=C\c1ccccc1O)C(=O)Nc1ccccn1
 : 1	-2	-8.0	-3	6	3.0	3	-27	10	10
CCOC(=O)C1=CC[C@@H](c2ccccc2)N(S(=O)(=O)c2ccc(C)cc2)[C@H]1c1cccc(OC)c1
 : -7	-7	0.0	-10	-6	.	7	3	6	4
CC(C)(C)[C@@H]1C=C(C(=O)O)O[C@H](OCCCCO)C1
 : 4	-1	0.5	3	2	1.3	5	2	4	-9
CCOCCCNC(=O)CSc1ccccc1
 : -1	-2	0.4	-4	5	2.0	3	6	-7	1
O=C(NCCN1CCOCC1)/C(=C/c1ccc(Cl)cc1)NC(=O)c1ccccc1
 : -11	-1	-0.2	-6	3	0.1	-2	8	10	5
CCCCCCCCS(=O)c1sc2nc(C)cc(C)c2c1N (stereo not drawn)
 : 5	6	-2.5	7	2	0.3	6	-12	8	2
CCn1c(CC(=O)Nc2ccc(F)cc2)nnc1SCC(=O)Nc1nncs1
 : 1	0	0.1	-4	-1	1.8	0	-12	6	5
Cc1nc2ncnn2c(C)c1CCC(=O)N1CCN(c2ccccn2)CC1
 : 1	-1	-0.3	11	2	0.8	-3	-14	3	3
O=C(CNS(=O)(=O)c1ccc(F)cc1)N1CCN(c2ccccn2)CC1
 : -9	9	1.1	-6	1	.	1	-11	.	.
Cc1ccc(S(=O)(=O)/C=C2\NC(=O)CS2)cc1
 : 0	-12	-0.1	-1	2	-1.2	10	-1	0	3
Cc1nc2ccccn2c(=O)c1NC(=O)COc1ccccc1
 : -1	2	0.5	1	0	-1.6	3	-30	-8	0
Clc1ccccc1N1CCN(Cc2ccc(Br)o2)CC1
 : -2	4	0.3	1	-3	2.2	-7	1	8	-9
CN1CCN(C(=S)NC(=O)/C=C/c2cccc3ccccc23)CC1
 : 4	5	1.6	8	-6	0.4	-3	-12	14	-1
CC(NC(=O)c1ccc(CS(=O)(=O)Cc2ccccc2F)o1)c1ccc2c(c1)OCCO2 (stereo not drawn)
 : 1	-10	0.6	0	1	0.6	6	12	-2	9
N#Cc1ccc(/C=N/N=C(N)N)cc1
 : 0	4	0.5	0	-1	0.4	0	-8	-1	15
N#Cc1ccccc1COC(=O)c1cc(=O)c2ccccc2o1
 : 4	1	-0.1	2	-7	1.4	3	-5	7	-5
Cc1ccc(C)c(S(=O)(=O)N2CCN(Cc3cc4c(cc3O)OCO4)CC2)c1
 : -1	1	0.2	-11	3	1.3	6	-8	10	0
CC(C)[C@H](NC(=O)c1ccc(F)cc1)C(=O)OCC(=O)NC(=O)c1cccn1C
 : 4	-8	-0.6	-3	-7	0.5	4	-2	9	7
CSCCC(NC(N)=O)C(=O)NCc1ccccc1Cl (stereo not drawn)
 : 0	-4	0.0	-4	0	0.5	3	0	-6	4
CC(=O)c1c(N2CCOCC2)nc(=O)n(-c2ccccc2)c1C
 : -3	7	-0.1	-5	-2	2.5	-4	-3	0	0
CCC(C(=O)Nc1ncn[nH]1)(C(F)(F)F)C(F)(F)F
 : -3	0	-0.3	-6	1	1.7	1	-9	-5	8
Cn1c(=O)[nH]c2c(c(C(=O)O)nn2C)c1=O
 : 5	11	-0.5	-2	2	0.6	0	-9	8	-1
COC(=O)c1cccc(CSc2nnc(-c3ccco3)n2-c2ccccc2)c1
 : -26	-4	0.8	-3	-25	4.1	-5	16	-16	-6
N#Cc1ccc(S(=O)(=O)N2CCN(C(=O)C3CC(=O)N(c4ccc5c(c4)OCCO5)C3)CC2)cc1 (stereo not drawn)
 : -2	-5	0.2	6	-8	1.4	1	-12	9	-7
Cn1c(=O)c2c(nc(CN3CCN(CCO)CC3)n2Cc2cccc3ccccc23)n(C)c1=O
 : -1	2	0.2	-8	-5	-3.6	-4	-1	-11	8
CC1(C(=O)NS(=O)(=O)c2ccccc2)CCN1C(=O)CC1CC1 (stereo not drawn)
 : 1	11	0.1	4	-2	0.5	1	-13	10	11

The list goes on.
Values in the order: GC-A act	sPLA2-III inh	KLK7 zymogen act	Tn6 DDE FP	GC-B act	GAA850 FXN act	rCAG binder	ADAM10 inh	ARFGAP1 inhibitor	ASAP1 GAP inh
Clc1ccccc1Cn1nnc2c(NCCN3CCOCC3)ncnc21
 : -2	3	0.0	7	1	-0.7	-3	-2	-3	-7
CC(NS(=O)(=O)c1ccc(Br)cc1)C(=O)NCC1CCCO1 (stereo not drawn)
 : 0	6	0.5	-1	-2	-2.2	0	2	6	14
NC1=NC[C@H](c2ccccc2)N1CCc1cccc(F)c1
 : 0	4	0.1	4	-3	-1.3	11	3	6	12
O=S1(=O)CCN(Cc2cccnc2)CC1
 : 2	-5	-0.3	2	3	1.5	1	0	-7	4
CCOc1ccc(CN2C(=O)c3ccccc3Sc3ccc(C(=O)NCCCN4CCOCC4)cc32)cc1
 : 0	-20	0.7	6	-5	2.4	3	9	13	-8
CC1=C(C(=O)NCc2ccccc2)C(c2ccc(C)o2)n2ncnc2N1 (stereo not drawn)
 : 0	-1	-0.3	-6	6	0.1	-4	-18	-5	-13
Cc1ccc(CNc2ccc(S(=O)(=O)N3CCOCC3)cc2[N+](=O)[O-])cc1
 : 2	-7	0.8	-5	8	4.6	2	0	13	-5
COc1cc2c(cc1NC(=O)Nc1cccc(C)c1)oc1ccccc12
 : -9	8	-0.7	-3	-11	2.5	6	-1	-1	14
O=C(COC(=O)CCCN1C(=O)c2ccccc2C1=O)Nc1cc(Cl)cc(Cl)c1
 : 0	1	-0.3	-2	-1	0.6	3	9	9	7
CSc1ccc(CN2CCC2(C)C(=O)Nc2cccc(NS(C)(=O)=O)c2)cc1 (stereo not drawn)
 : 3	-13	0.6	-11	8	7.5	4	2	6	6
Cc1ccc(S(=O)(=O)N2CCC(C(=O)NC3CC3)CC2)cc1
 : 3	8	0.0	-1	3	-2.6	1	8	0	5
CC(=O)Nc1ccc(NC(=O)c2cc(S(=O)(=O)N3CCCCC3)ccc2C)cc1
 : -2	-7	0.7	-2	3	-0.2	-1	-16	-5	3
O=C1NC[C@@H](CCCCN2CCN(CCc3ccc(O)cc3)C(=O)C2=O)N(CC2CCCCC2)C1=O
 : 3	1	0.2	10	-6	.	0	-4	12	-7
O=C(Nc1ccc(Cl)c(Cl)c1)Nc1ccccc1O
 : 5	-15	0.3	-5	-4	3.4	13	18	13	13
CC1Sc2ccc(C(=O)N(CCc3ccccc3)Cc3ccccc3)cc2NC1=O (stereo not drawn)
 : -7	-16	0.5	7	-2	-2.7	2	16	13	-1
CCCCN1CC(COCc2ccccc2)Oc2cccc(Oc3ccc(F)cc3)c2S1(=O)=O (stereo not drawn)
 : 3	-1	0.9	-9	0	-0.2	6	-1	4	8
O=C(NCCc1ccccc1)c1ccc2c(c1)OCCCO2
 : 2	0	-0.3	-1	4	-14	1	4	11	7
COc1ccc(-c2nc(CS(=O)CC(=O)NCCCN3CCCC3)c(C)o2)cc1OC (stereo not drawn)
 : 3	3	0.3	-11	0	-1.2	0	-9	-3	-1
